Screening results (PubChem)
AmpC detergent: AmpC beta-lactamase inhibition with detergent present. Potency, µM (top dose mostly 114 µM), inactives show at the highest dose activity change, negative = inhibition, actives largely listed as inhibitors. P00811. AmpC hydrolysis of nitrocefin, absorbance 480 nm, 0.01% Triton. 370,000 tested, 0.041% active;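 further: potency means the concentration at half of the fitted maximal effect; 0% = no-compound wells and -100% = no-enzyme wells; nearly all actives have a fitted effect of over 25% in size; some results filed as inactive show a strong effect at the top dose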
Target sequence (P00811 whole entry, looked up): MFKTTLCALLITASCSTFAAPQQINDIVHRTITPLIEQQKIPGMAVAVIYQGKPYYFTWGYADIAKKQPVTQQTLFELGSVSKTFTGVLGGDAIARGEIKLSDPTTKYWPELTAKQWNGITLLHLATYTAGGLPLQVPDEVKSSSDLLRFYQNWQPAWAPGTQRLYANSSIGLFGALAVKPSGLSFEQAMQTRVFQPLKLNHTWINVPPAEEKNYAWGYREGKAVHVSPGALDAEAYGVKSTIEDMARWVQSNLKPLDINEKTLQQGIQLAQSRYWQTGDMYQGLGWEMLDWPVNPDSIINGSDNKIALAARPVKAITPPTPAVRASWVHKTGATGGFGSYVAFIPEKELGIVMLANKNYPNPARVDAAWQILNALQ
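AmpC (5.3 nM in the dispensed reagent) in 20 mM phosphate pH 7.0 with 0.01% (detergent screen) or 0.0001% Triton X-100 was preincubated with compounds for 15 min at room temperature. Nitrocefin was then added from an 800 uM solution, and hydrolysis was followed at 480 nm.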
AMA1-RON2 inh: disrupts binding of P. falciparum AMA1 to RON2. AlphaScreen AMA1-biotinylated RON2 peptide binding. Potency, µM (series often up to 58.2 µM), for the others: at the top dose activity change, negative = inhibition, usual class: inhibitors. 360,000 tested, 0.2% active. AID 720542;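 further: potency means the concentration at half of the fitted maximal effect; 0% = vehicle wells and -100% = peptide control; nearly all actives have a fitted effect of over 45% in size; some results filed as inactive show a strong effect at the top dose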
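AMA1 (3D7) with his tag at 25 nM final met compounds first, then biotinylated RON2 peptide at 25 nM; detection used donor plus acceptor beads, 10 µg/mL apiece, read by AlphaScreen after 30 min at room temperature.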
HCMV antiviral: inhibitors of human cytomegalovirus | AID 1259415 | HFF cells, HCMV-luciferase reporter, 72 h; active compounds read low | activity change, negative = inhibition, % at 57.5 µM | 410,000 tested, 4.5% active; in the data active means activity change below about -60%; inconclusive means no clear call, values can overlap the other calls; inactive means above about -39%
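Cell-based, HFFs, 1000 cells/well, 16 h 37C; cpds in DMSO + HCMV-luc, MOI 1 PFU/cell; 72 h 37C; OneGlo luminescence after 5 min RT; norm. to buffer vs Salinomycin 10uM.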
Sm TGR inh: S. mansoni TGR enzyme inhibition; 360,000 tested, 3% active; purified TGR, DTNB reduction, TNB absorbance 405 nm; Q962Y6; Potency, µM (doses to about 114 µM), for the others: at the top dose activity change, negative = inhibition, most hits filed as inhibitors; AID 485364; further: potency means the concentration at half of the fitted maximal effect; nearly all actives have a fitted effect of over 60% in size
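TGR 20 nM + NADPH 100 uM (dispensed conc.), cpd preinc 15 min RT; start with NADPH (500 uM addition) then DTNB (15 mM addition). Kinetic TNB absorbance, 405 nm filter. Four-parameter Hill fit across titration.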
HCV inh: blocks hepatitis C virus | 340,000 tested, 3.4% active | Huh7.5.1 HCVcc-Cre infection, luciferase reporter, 44 h | AID 651820 | Potency, µM (highest dose often 41.8 µM), for inactives: at the highest dose activity change, negative = inhibition, usual class: inhibitors; further: potency means the concentration at half of the fitted maximal effect
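Compounds are dispensed onto cells plated 4 h earlier at 1,000 per well, with HCVcc-Cre virus (about 0.5 moi) added next. Following 44 h of culture, luminescent signal is measured for 15 sec after 15 min with substrate at room temperature.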
Giardia FBPA inh: inhibitors of Giardia lamblia fructose-1,6-bisphosphate aldolase. A8B2U2. purified Giardia FBPA. Potency, µM (series often up to 59.6 µM), for the others: at the highest dose activity, negative = inhibition, usual class: inhibitors. 290,000 tested, 0.71% active; further: potency means the concentration at half of the fitted maximal effect; nearly all actives have a fitted effect of over 55% in size
Target sequence (A8B2U2 whole entry, looked up): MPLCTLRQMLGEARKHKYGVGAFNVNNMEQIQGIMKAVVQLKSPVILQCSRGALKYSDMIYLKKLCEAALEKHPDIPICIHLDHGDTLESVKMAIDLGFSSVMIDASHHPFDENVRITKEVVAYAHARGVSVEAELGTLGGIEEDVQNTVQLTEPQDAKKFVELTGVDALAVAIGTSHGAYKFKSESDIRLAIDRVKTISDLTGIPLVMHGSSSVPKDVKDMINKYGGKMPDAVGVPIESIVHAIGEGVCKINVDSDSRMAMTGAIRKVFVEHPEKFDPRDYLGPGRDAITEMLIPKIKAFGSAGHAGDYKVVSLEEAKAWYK
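Giardia FBPA (40 nM reagent) was preincubated 10 min at RT with compound (up to 57.5 uM final), then substrate plus GAPDH/TPI/NAD/arsenate coupling system with diaphorase/resazurin was added; resorufin fluorescence (525/598 nm) was read after 20 min.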
* marks the source's active call; other numbers are inactive results; ? = inconclusive; . = no result given; [ ] = another dose, or the depositor's remark. Unless noted, the call rests on the fitted dose curve; in most records, active means well fitted curve in the direction sought with a large enough effect; inconclusive means small, poorly fitted or top-dose-only effect, or another doubt; inactive means no such curve, though single readings can be large; an effect the other way counts as inactive or inconclusive. Unless noted, on the % scale 0 is the no-effect control and ±100 the full control effect.

Molecule	AmpC detergent	AMA1-RON2 inh	HCMV antiviral	Sm TGR inh	HCV inh	Giardia FBPA inh
CCn1c(=N)n(CC(O)COc2ccc(C)cc2)c2ccccc21 (centres undefined)	8%	-7%	-16	-6%	?	-3%
O=C(Nc1c(F)cccc1F)C(c1ccccc1)c1ccccc1	.	?	2	.	1%	.
Cc1cc(=O)n2nc(N3CCCC3C(=O)Nc3cccc(Cl)c3C)sc2n1 (centres undefined)	4%	18%	18	3%	-19%	-14%
COc1ccc(Br)cc1CNC(=O)c1cc(=O)[nH]c2ccc(S(=O)(=O)N3CCCCC3C)cc12 (centres undefined)	8%	.	?	5%	.	.
COc1ccc(C2CC(=O)N(c3ccccc3)C3=C2C(=O)CCC3)cc1 (centres undefined)	-3%	10%	1	-19%	28%	11%
CCC1CCCCN1C(=O)COC(=O)c1n[nH]c2ccccc12 (centres undefined)	0%	-2%	-24	-5%	?	3%
CN(CC(=O)Nc1c(Cl)cccc1Cl)C(=O)CNC(=O)c1ccc2ccccc2c1	?	10%	-18	1%	5%[8.37 µM]	.
Cc1ccc2c(c1)cc1c(=O)n(CC(=O)NCc3ccccn3)nc(C)n12	4%	1%	.	-12%	8%	.
O=C(c1ccccc1)c1nn(-c2ccccc2)c2nnc(Cc3ccccc3)c(=O)n12	-9%	-4%	12	-1%	?	0%
CCc1nc(N2CCCC(C)C2)c2oc3ccccc3c2n1 (centres undefined)	-19%	-2%	?	-10%	?	-5%
CCC(=O)N1CCc2cc(S(=O)(=O)NC(Cc3ccccc3)C(=O)NC3CCCC3)ccc21 (centres undefined)	-4%	2%	3	2%	4%	2%
Cc1nc(-c2cccc(F)c2)sc1CCNC(=O)c1ccc(F)c(F)c1	2%	.	-4	-2%	.	.
Brc1cccc(CNc2nc3ccccc3n2CCN2CCCCC2)c1	-11%	-5%	?	13%	?	-1%
Cc1ccc(CC(=O)Nc2nccs2)cc1C	-7%	-10%	-94*	-4%	10%	12%
Cc1c(Cl)cccc1NC(=O)COC(=O)C12CC3CC(CC(O)(C3)C1)C2	-17%	17%	7	-4%	8%	.
Cc1cc(C)nc(SCC(=O)Nc2ncc3c(n2)CC(C)(C)CC3=O)n1	?	-2%	48	0%	16%	-3%
Cc1sc(NC(=O)/C=C/c2ccc3c(c2)OCO3)nc1-c1ccccc1	?	-1%	?	-7%	?	1%
CC(C)(C)OC(=O)NCCCCCNC(=O)c1[nH]cnc1C(=O)Nc1cccc(Cl)c1	2%	55%[activator]	-17	-9%	5%	.
CC(=O)c1ccc(NC(=O)c2cc3sccc3n2Cc2ccc(Cl)cc2)cc1	16%	.	38	2%	.	.
Cc1ccc(Cl)c(OCC(=O)Nc2ccc3c(c2)OCCO3)c1	1%	10%	73	-10%	10µM*	-1%
Nc1oc2ccccc2c(=O)c1C=O	-9%	12%	24	2%	20%	4%
Fc1ccccc1Cc1nnc2n1N=C(c1ccc(Cl)cc1)CS2	-1%	-3%	-13	1%	8%	3%
COCCCOc1cc(NCc2ccccc2)c2ncn(C(C)C)c2c1	.	-24%	-37	.	?	.
Cc1ccccc1CNC(=O)C1=Cc2ccccc2OC1	3%	.	19	-4%	.	.
O=C(Cc1cccs1)Nc1cccc(-c2nc3ccccc3[nH]2)c1	-9%	-2%	-7	6%	-1%	7%
COc1ccc(OC)c(CNC(=O)Nc2cn(CC(C)C)c(=O)c3ccccc23)c1	21%	.	-5	6%	.	.
COC(=O)c1[nH]c2cccc(OC)c2c1NC(=O)CCN1CCN(c2ccccc2OC)CC1	4%	-2%	-39	8%	-30%	0%
Cn1c(NC2CCCCC2)cc(=O)n(C)c1=O	?	1%	11	5%	4%	6%
O=C(NNC(=O)c1cc(-c2ccccc2)nc2ccccc12)c1csc(N2CCOCC2)n1	?	84%[activator]	-26	-5%	1%[8.37 µM]	.
COc1cccc(CNS(=O)(=O)c2cccc(S(=O)(=O)N3CCOCC3)c2)c1	-5%	-4%	12	-8%	17%	-2%
CC(C)c1ccc(NC2CCCN(C(=O)c3cnc4ccccn4c3=O)C2)cc1 (centres undefined)	2%	17%	4	-4%	-3%	.
CCOC(=O)C1CCC(CN(Cc2ccccc2C)S(=O)(=O)c2ccc([N+](=O)[O-])cc2)CC1 (centres undefined)	-17%	-9%[11.6 µM]	36	2%	8%	1%
Cc1ccccc1NC(=O)CSc1nc(-c2cccs2)nc2cc(=O)[nH]n12	-9%	.	-6	1%	.	.
CN(C)S(=O)(=O)c1ccc(C(=O)Nc2cccc(S(=O)(=O)NC3=NCCC3)c2)cc1	3%	0%	17	-1%	1%	6%
CCOc1ccc(C(=O)c2cn(Cc3ccc(OC)cc3)c3cc(OC)c(OC)cc3c2=O)cc1	14%	.	6	0%	.	.
CCc1cc(-c2n[nH]c(CCC(=O)O)c2-c2nc3ccccc3n2C)c(O)cc1O	-12%	72%[activator]	-7	-5%	13%	?
Cc1cccc(-n2cnc3cc(C(=O)N4CCc5ccccc54)ccc32)c1	?	-18%	-21	-3%	29%	-6%
O=C(NCc1ccco1)c1cc2n(n1)C(C(F)(F)F)CC(c1ccc(Br)cc1)N2 (centres undefined)	-15%	-5%	21	14%[11.4 µM]	-5%	2%
CCCNC(=O)c1cnc2sc(N3CCCCC3)nn2c1=O	2%	.	18	10%	.	.
CCC(=O)N1CCC2(CC1)Oc1ccc(F)cc1C(=O)C21CC(c2ccc(Cl)cc2)=NO1 (centres undefined)	0%	-16%	-21	-18%	-13%	1%

Reprinted at random: 4 records from the list, in no set order.
Molecule	AmpC detergent	AMA1-RON2 inh	HCMV antiviral	Sm TGR inh	HCV inh	Giardia FBPA inh
Nc1oc2ccccc2c(=O)c1C=O	-9%	12%	24	2%	20%	4%
CC(C)c1ccc(NC2CCCN(C(=O)c3cnc4ccccn4c3=O)C2)cc1 (centres undefined)	2%	17%	4	-4%	-3%	.
COC(=O)c1[nH]c2cccc(OC)c2c1NC(=O)CCN1CCN(c2ccccc2OC)CC1	4%	-2%	-39	8%	-30%	0%
CCC(=O)N1CCC2(CC1)Oc1ccc(F)cc1C(=O)C21CC(c2ccc(Cl)cc2)=NO1 (centres undefined)	0%	-16%	-21	-18%	-13%	1%

(continued)
Molecule	AmpC detergent	AMA1-RON2 inh	HCMV antiviral	Sm TGR inh	HCV inh	Giardia FBPA inh
O=C(CCS(=O)(=O)c1cccs1)Nc1ccc(C(=O)Nc2ccccc2F)cc1	-6%	.	46	-3%	.	.
O=C(Cn1cc(C(=O)c2ccco2)c2ccccc21)Nc1ccccc1F	-2%	-22%	-75*	0%	-21%	1%
Cc1ccc2nc(/C(C#N)=C/c3ccccc3F)[nH]c2c1	4%	.	206	2%	.	.
Cc1ccc(N(CC(=O)NCc2ccccc2)C(=O)CCC(=O)Nc2ccccn2)cc1C	-4%	9%	11	-9%	-15%	0%
CCc1cccc(NS(=O)(=O)c2c(C)nc3scc(C)n3c2=O)c1	-6%	0%	?	-6%	-13%	0%
O=C(N/N=C/C1CC2CCC1C2)C1CC1 (centres undefined)	1%	13%	-6	4%	16%	.
CC(C)OP(=O)(c1ccc(N(C)C)cc1)C(Nc1ccccc1)c1ccccc1 (centres undefined)	11%	?	13	7%	-27%	0%
O=C(CN1CCN(c2ccc(Cl)cc2)CC1)NCc1cccs1	?	0%	-26	.	9%	3%
Clc1ccc(/C=N/N2CCCCC2)cc1	11%	-16%	-36	9%	6%	-7%
CCN1CCN(C(=O)C2CCC(=O)N(CCCN3CCCC3=O)C2)CC1 (centres undefined)	?	-5%	-13	-3%	19%	-7%
CCc1nc(SCC(=O)Nc2ccc3c(c2)OCCO3)c2oc3ccccc3c2n1	-1%	-10%	?	-1%	?	1%
Cc1nc(NC(=O)/C=C/c2ccc(Cl)cc2Cl)sc1C(=O)N(C)C	0%	-3%[2.32 µM]	-61*	4%	8%	1%
CC1CCN(S(=O)(=O)c2ccc3c(c2)N(CC(=O)NCCCN2C(C)CCCC2C)C(=O)CO3)CC1 (centres undefined)	5%	-7%	-16	-2%	22%	.
COc1cccc(C2C(C#N)=C(N)N(N(C)C)C3=C2C(=O)CC(C)(C)C3)c1OC (centres undefined)	-5%	7%	2	13%	11%	-18%
Cc1ccc(NCC(=O)Nc2cccc(S(=O)(=O)N(C)C)c2)c(Cl)c1	0%	-24%	-31	-1%	?	-1%
CC(C(=O)NC(N)=O)N1C(=O)NC(c2ccccc2)(c2ccccc2)C1=O (centres undefined)	-10%	-10%	?	-1%	9%	-1%
CCC(=O)c1ccc(OCC(=O)Nc2ccc3c(c2)OCCO3)cc1	.	8%	27	.	-8%	.
C=C(C)C(=O)Nc1cccc(C2=NOC3(C2)C[C@@H](C(N)=O)N(C(=O)c2ccc(Cl)cc2)C3)c1 (some centres undefined)	3%	3%	.	-2%	-3%	0%
COc1ccc(NC(=O)c2ccc(NCCN3C(=O)CCC3=O)c([N+](=O)[O-])c2)cc1	-10%	-10%	?	-2%	-2%	-1%
COc1ccc(/C=N/Nc2ccccn2)cc1OC	3%	32%[activator]	113	5%	-12%	-1%
CCOc1cc(C2C(C(=O)OC)=C(C)NC3=C2C(=O)c2ccccc23)c(Br)cc1O (centres undefined)	7%	.	-19	-3%	.	.
CC(=O)c1ccc(NC(=O)CN2C(=O)NC(C)(c3ccc4c(c3)OCCO4)C2=O)cc1 (centres undefined)	5%	-5%	0	-6%	-11%	.
CC(/C=N/NC(=O)c1cccc([N+](=O)[O-])c1)=C\c1ccccc1	2%	0%	49	2%	?	9%
CCOC(=O)c1c(NC(=O)CC)sc2c1CCN(Cc1ccccc1)C2	-4%	-9%	-1	2%	11µM*	11µM*
O=[N+]([O-])c1ccc(OCc2cnc(Cl)s2)c([N+](=O)[O-])c1	-11%	-24%	-13	.	-20%	0%
Cc1ccc(-c2nnc(Nc3ccc4c(c3)OCO4)c3ccccc23)cc1S(=O)(=O)NC(C)C	7%	-25%	-92*	-12%	?	-9%
CCOC(=O)c1ccccc1NC(=O)Cc1ccc(OC)c(S(=O)(=O)N2CCOCC2)c1	.	0%	-19	.	?	.
Cc1cc(Cl)c(OCCN2C(=O)NC(C)(C)C2=O)c(Br)c1	-13%	12%	15	1%	-3%	4%
COc1cccc(/C=N/NC(=O)CO/N=C(\C)c2cccs2)c1OC	5%	-6%	-10	-2%	-15%	-1%
O=C(Nc1cccc(-c2cn3ccccc3n2)c1)C1CC1	3%	5%	3	-13%	?	-10%
CS(=O)(=O)N(Cc1ccc(C(=O)NCc2ccco2)cc1)c1ccccc1	0%	-5%	-26	-9%	-11%	9%
CCOc1ccc(NC(=O)CCC(=O)c2ccc(F)cc2)cc1	0%	10%	18	-26%	-19%	-2%
COc1ccc(C(C(=O)NC(C)(C)C)N(Cc2ccc(C)cc2)C(=O)CCC(=O)Nc2cc(C)on2)cc1 (centres undefined)	3%	?	-27	.	-22%	3%
